# Bioassay records from PubChem BioAssay.
# MEKK2wt PB1 HTS = raises or lowers MEK5 binding to wildtype human MEKK2 PB1 domain; Q9Y2U5; bead flow cytometry, Alexa488-MEK5 binding to MEKK2 WT; actives lie on both sides; binding response (% of control), % at 10 µM; 290,000 compounds, 1.1% hits; AID 1531; in the data active means binding response below about 67% or above about 130%
# UBC9 SUMO inh = SUMOylation inhibition. P63279. HTRF SUMOylation assay, SAE1/SAE2 + UBC9, in vitro. inhibition, % at 35 µM. 290,000 compounds, 0.36% hits. AID 2006; in the data active means inhibition above about 50%, passing the limit was not always enough; further: strong numbers were not always called active
# Target sequence (P63279 whole entry, looked up): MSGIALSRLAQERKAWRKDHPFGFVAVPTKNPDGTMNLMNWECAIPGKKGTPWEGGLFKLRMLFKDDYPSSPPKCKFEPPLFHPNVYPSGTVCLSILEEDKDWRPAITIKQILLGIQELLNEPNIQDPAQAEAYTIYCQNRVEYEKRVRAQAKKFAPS
# IDE act = IDE (human) activation, cell-based | P14735 | HEK cells, FAbeta-B cleavage, fluorescence polarization; 0% vehicle, 100% cell-free pure enzyme wells | 340,000 compounds, 0.073% hits | activation, % at 5.96 µM;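 active means activation above the mean of all tested compounds plus 3 SD, set per screening campaign, cut at about 17% in these data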
# IDE inh = cellular human IDE inhibition | 320,000 compounds, 0.41% hits | inhibition, % at 5.59 µM | P14735 | HEK cells, FAbetaB cleavage, fluorescence polarization | AID 434962;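 active means percent inhibition above the average of all tested compounds plus 3 SD, set per screening campaign, cut at about 16% in these data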;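 further: IDE supplied by intact live HEK cells; FP after avidin binding of uncleaved biotin substrate so inhibition keeps polarization high; 0% = DMSO wells and 100% = 60 µM reference IDE inhibitor Ii1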
# M18AAP inhibitor = blocks P. falciparum M18 aspartyl aminopeptidase | recombinant PfM18AAP, H-Glu-NHMec fluorogenic cleavage | inhibition, % at 7.35 µM | 290,000 compounds, 1.2% hits;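 active means inhibition above the campaign mean inhibition over all tested compounds plus 3 SD, cut at about 28% in these data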;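 further: 0% = plate median of test compound wells and 100% = 2 mM ZnCl2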
# p-CIP stab down = compounds decreasing mouse p/CIP protein stability | Q05BA5 | F442A p/CIP-EGFP cells, EGFP fluorescence, 16 h | decrease of EGFP signal, % at 10 µM | 290,000 compounds, 0.01% hits;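 active means EGFP signal decrease of at least 30% at 10 µM or well 3 SD below plate mean, unless failing retest; inactive means the rest, including hits failing retest or dose response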; further: some compounds called inactive have numbers as strong as hits; many of its hits are not listed in these tables
# MEKK2mut PB1 HTS = signal of MEK5 binding to mutant human MEKK2 PB1 domain | bead flow cytometry, Alexa488-MEK5 binding to MEKK2 mutant | percent response, % at 10 µM | 290,000 compounds, 0.35% hits | AID 1530; in the data active means percent response above about 24%, passing the limit was not always enough; further: inactives centre near 1; some results filed as inactive read as strong as hits; reference of the scale not given here
# NALP1 inh = inhibitors of NALP1 inflammasome in yeast; inhibition, % at 10 µM; 280,000 compounds, 0.61% hits; S. cerevisiae NALP1/ASC/caspase-1 growth, X-gal OD620, 72 h; in the data active means inhibition mostly above about 24%, no sharp cut-off; inactive means mostly below about 32%; further: some compounds called inactive have numbers as strong as hits
# MEKK3 PB1 HTS = MEKK3-MEK5 PB1 interaction, increase or decrease; AID 1529; 290,000 compounds, 1.4% hits; binding response (% of control), % at 10 µM; bead-based flow cytometry, Alexa488-MEK5 binding to MEKK3; actives lie on both sides; 0 = blocked by unlabeled MEK5, 100 = vehicle;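 active means binding response more than 3 SD above or below the average of its plate-row segment, actives on both sides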;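 further: Alexa488 bead fluorescence after subtracting the streptavidin-only scavenger bead signal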
# Target sequence (Q99759 whole entry, looked up): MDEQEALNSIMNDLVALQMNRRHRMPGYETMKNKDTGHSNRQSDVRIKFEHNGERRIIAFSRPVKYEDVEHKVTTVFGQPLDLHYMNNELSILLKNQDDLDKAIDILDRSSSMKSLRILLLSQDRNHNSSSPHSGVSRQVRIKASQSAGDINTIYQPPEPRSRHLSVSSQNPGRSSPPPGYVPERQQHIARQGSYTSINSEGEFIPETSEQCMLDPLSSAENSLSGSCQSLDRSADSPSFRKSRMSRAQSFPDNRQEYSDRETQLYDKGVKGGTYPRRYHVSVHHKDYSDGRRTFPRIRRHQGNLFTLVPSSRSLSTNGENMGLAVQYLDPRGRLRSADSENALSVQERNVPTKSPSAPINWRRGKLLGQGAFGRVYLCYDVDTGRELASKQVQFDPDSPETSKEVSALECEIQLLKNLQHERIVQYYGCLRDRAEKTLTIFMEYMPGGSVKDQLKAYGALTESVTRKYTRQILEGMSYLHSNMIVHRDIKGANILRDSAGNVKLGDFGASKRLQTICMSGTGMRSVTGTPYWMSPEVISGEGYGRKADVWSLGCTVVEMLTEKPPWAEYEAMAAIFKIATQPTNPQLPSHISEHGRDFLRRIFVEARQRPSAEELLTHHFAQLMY
# The depositor's hits bear a star; · = no result given.
# Results follow in this order: IDE act, MEKK2mut PB1 HTS, NALP1 inh, UBC9 SUMO inh, IDE inh, MEKK2wt PB1 HTS, MEKK3 PB1 HTS, M18AAP inhibitor, p-CIP stab down
CC(=O)NCCc1cc2ccc(C)c(C)c2[nH]c1=O
 : 0, 5, ·, 15, -2, 111, 111, 2, -13
COCCn1nnnc1CN1C2CCCC1CC(NC(C)=O)C2 (stereo unspecified)
 : 3, -3, -1, 10, 5, 90, 92, 5, -8
C=CCNC(=O)NC(=O)COC(=O)c1nc2nccc(C)n2n1
 : -1, -19, -5, 6, -1, 72, 66, -10, -3
COc1ccc(C(F)(F)F)cc1N/C=C\c1nnnn1-c1ccccc1
 : 0, 6, -1, 3, 4, 111, 120, -1, -11
O=C(CN1C(=O)NC2(CCCc3ccccc32)C1=O)NCC(F)(F)F (stereo unspecified)
 : -2, 1, 17, -9, -2, 99, 102, -1, 4
CCCOc1ccc(N2C(=O)CC(N(C(=O)c3ccco3)c3ccc(OCCC)cc3)C2=O)cc1 (stereo unspecified)
 : 3, 7, -2, 0, 7, 107, 105, 4, -3
COc1ccc(NC(=O)CSc2nc(C3CC3)nc3ccccc23)cc1
 : -1, 0, 9, 33, 3, 97, 101, -2, -2
COc1cc(C(=O)N/C(=C\c2cn(C)c3ccccc23)C(=O)NCCCO)cc(OC)c1OC
 : 10, 5, 14, 1, -1, 100, 91, -4, 12
O=C(NCCO)c1cc2c([nH]c3ccccc32)c(-c2ccccc2)n1
 : -6, 1, 19, 3, 7, 101, 100, 8, 1
CCc1nn(C(C)C(=O)NC(C)CCc2ccco2)c(=O)c2cc3occc3n12 (stereo unspecified)
 : 3, -2, 10, -2, 3, 97, 98, -20, 9
COc1cccc(NC(C)C(=O)Nc2cc([N+](=O)[O-])ccc2Cl)c1 (stereo unspecified)
 : 5, -3, -4, -4, 2, 100, 108, 1, -7
O=C(c1ccco1)N1CCN(C(=O)C2CCN(S(=O)(=O)Cc3ccccc3)CC2)CC1
 : -2, 2, -25, 4, 7, 97, 98, -6, -9
COc1cc2ccccc2cc1C(=O)Nc1ccc(CN2CCOCC2)cc1
 : 0, 1, -3, 9, 0, 107, 103, -8, 4
Cc1cc2oc(=O)sc2cc1NS(=O)(=O)c1cccc2cccnc12
 : 1, 6, 11, 7, -3, 104, 102, 26, 2
CC(=O)N/C(=C\c1ccccc1)C(=O)OCc1ccc(F)cc1
 : -4, 2, -5, 0, ·, 101, 103, 2, -8

# Next records follow:
# Results follow in this order: IDE act, MEKK2mut PB1 HTS, NALP1 inh, UBC9 SUMO inh, IDE inh, MEKK2wt PB1 HTS, MEKK3 PB1 HTS, M18AAP inhibitor, p-CIP stab down
FC(F)Sc1ccc(NC(=S)NC2CCC(NC(=S)Nc3ccc(SC(F)F)cc3)CC2)cc1 (stereo unspecified)
 : 4, 9, 8, 27, -1, 145*, 112, 0, -11
Cc1cc(C(=O)N2CCCC(C(=O)c3cccc(C(F)(F)F)c3)C2)nc(C)n1 (stereo unspecified)
 : 3, -6, -13, 12, 7, 97, 91, -9, -10
Cc1cccc(Nc2nc(N3CCCC3)nc(N3CCCC3)n2)c1
 : -5, 11, 8, -46, 0, 125, 114, -12, 4
COc1cccc(OC)c1C(=O)NC(C)C12CC3CC(CC(C3)C1)C2 (stereo unspecified)
 : 3, 2, 14, 0, -2, 106, 107, -15, 7
CCOP(=O)(OCC)C(Nc1ccccc1)c1ccccc1C(F)(F)F (stereo unspecified)
 : -1, 4, -3, -19, 7, 103, 103, 4, 0
[O-]/[N+](=C\c1ccco1)c1ccc(Cl)cc1
 : -3, 4, 13, 6, 6, 104, 101, 12, -6
CCN(CC)S(=O)(=O)c1cc(C(=O)O)ccc1Cl
 : 7, 2, 28, -1, 1, 103, 103, 8, 7
COC(=O)c1ccc(NC(=O)N2CCC(O)(c3cccnc3)CC2)cc1
 : 3, ·, 7, 22, -5, ·, ·, 0, -27
CC1=C(C)C(OCCCl)N(c2cc(O)c(Cl)cc2F)C1=O (stereo unspecified)
 : 2, -17, 19, 0, -2, 79, 81, -5, -1
CCOC(=O)c1cc(S(=O)(=O)NCc2ccc3c(c2)OCO3)cn1C
 : -3, 2, 2, 11, -2, 100, 101, 2, -6
COC(=O)c1cn(NC(=O)c2cc([N+](=O)[O-])ccc2F)c(=O)c2ccccc12
 : -3, 2, -10, 20, 3, 97, 100, -5, -9
CCOc1ccc(CN(C(=O)c2oc3ccccc3c2C)C2CCS(=O)(=O)C2)cc1 (stereo unspecified)
 : 4, 6, 16, 23, -2, 109, 105, -1, -21
COc1cccc(NC(=O)NC2CCN(Cc3nnnn3Cc3ccc(F)cc3)CC2)c1
 : 0, 1, 15, 19, 4, 106, 103, 5, 2
COc1ccc(CCNC(=O)C2CCN(S(=O)(=O)N3CCCCCC3)CC2)cc1OC
 : -4, ·, 15, 24, 2, ·, ·, -3, -10
O=C(Nc1ccccc1)c1ccc(NCCN2C(=O)CCC2=O)c([N+](=O)[O-])c1
 : 4, -4, 11, 16, 0, 96, 101, -3, -10

# Next part:
# Results follow in this order: IDE act, MEKK2mut PB1 HTS, NALP1 inh, UBC9 SUMO inh, IDE inh, MEKK2wt PB1 HTS, MEKK3 PB1 HTS, M18AAP inhibitor, p-CIP stab down
N/C(=N\c1nc2c(c(=O)[nH]1)CCCC2)Nc1ccccc1
 : 2, 2, 26, 14, 5, 105, 100, -3, 2
CCN(CC)C(=S)Sc1c(-c2ccccc2)c2cc(Cl)ccc2[nH]c1=O
 : -3, ·, 8, -117, 3, ·, ·, 3, 1
Oc1ccc(Cl)cc1-c1cc(-c2cccc(Br)c2)n[nH]1
 : -6, 2, 10, -2, 0, 102, 100, 2, -27
O=C(Cn1cnc2ccc(Cl)cc2c1=O)c1cccs1
 : 3, 1, 1, -4, 3, 105, 106, -1, -9
CN(C)CC(C)(C)CN=Cc1c(O)[nH]c2ccccc12
 : 0, -4, 14, 8, 7, 94, 97, 4, -15
c1ccc(Cn2nnc3c(N4CCCC4)ncnc32)cc1
 : 7, 0, -2, 24, -3, 95, 98, -6, -4
CCOc1cc(/C=C2/C(=N)N3OC(C)=CC3=NC2=O)ccc1OC(=O)c1ccco1
 : -1, 2, 14, 4, 4, 97, 102, 2, 2
O=C(CSc1nnc2ccccn12)NCCN1C(=O)CSC1=O
 : 4, 4, 27, 16, -2, 104, 106, 1, -3
Cc1ccc(-c2csc(N(CCc3ccccc3)C(=O)COc3ccccc3)n2)cc1
 : -1, -3, 14, -2, -4, 94, 105, 3, -8
Cc1ccc(-c2cc(C(=O)NCC3CCCO3)no2)cc1 (stereo unspecified)
 : -1, 1, 16, 25, -1, 97, 100, -1, -17
CC1CCC2C(=O)N(c3cccc(C(=O)Nc4ccccc4Cl)c3)C(=O)C2C1 (stereo unspecified)
 : -6, 6, -8, 7, 2, 108, 107, -1, 1
CCC(=O)Nc1nc2ccccc2n1Cc1ccccc1Cl
 : 8, -15, 12, 34, -7, 90, 90, -6, -2
CCn1c(CNc2ccc(Cl)cc2)nnc1SCc1ccccc1
 : 2, 0, -13, 8, -3, 95, 98, 0, 7
COC(=O)CNC(=O)C1CCC(CNS(=O)(=O)c2cccc3nsnc23)CC1 (stereo unspecified)
 : 2, 0, 17, 2, 2, 97, 95, 1, 7
CC(C)(C)c1ccc(OCC(=O)NCCN2CCOCC2)cc1
 : 1, -3, 6, 1, 2, 99, 101, -2, -4

# Eleven successive compounds out of the list so far, quoted:
# Results follow in this order: IDE act, MEKK2mut PB1 HTS, NALP1 inh, UBC9 SUMO inh, IDE inh, MEKK2wt PB1 HTS, MEKK3 PB1 HTS, M18AAP inhibitor, p-CIP stab down
CN(C)CC(C)(C)CN=Cc1c(O)[nH]c2ccccc12
 : 0, -4, 14, 8, 7, 94, 97, 4, -15
c1ccc(Cn2nnc3c(N4CCCC4)ncnc32)cc1
 : 7, 0, -2, 24, -3, 95, 98, -6, -4
CCOc1cc(/C=C2/C(=N)N3OC(C)=CC3=NC2=O)ccc1OC(=O)c1ccco1
 : -1, 2, 14, 4, 4, 97, 102, 2, 2
O=C(CSc1nnc2ccccn12)NCCN1C(=O)CSC1=O
 : 4, 4, 27, 16, -2, 104, 106, 1, -3
Cc1ccc(-c2csc(N(CCc3ccccc3)C(=O)COc3ccccc3)n2)cc1
 : -1, -3, 14, -2, -4, 94, 105, 3, -8
Cc1ccc(-c2cc(C(=O)NCC3CCCO3)no2)cc1 (stereo unspecified)
 : -1, 1, 16, 25, -1, 97, 100, -1, -17
CC1CCC2C(=O)N(c3cccc(C(=O)Nc4ccccc4Cl)c3)C(=O)C2C1 (stereo unspecified)
 : -6, 6, -8, 7, 2, 108, 107, -1, 1
CCC(=O)Nc1nc2ccccc2n1Cc1ccccc1Cl
 : 8, -15, 12, 34, -7, 90, 90, -6, -2
CCn1c(CNc2ccc(Cl)cc2)nnc1SCc1ccccc1
 : 2, 0, -13, 8, -3, 95, 98, 0, 7
COC(=O)CNC(=O)C1CCC(CNS(=O)(=O)c2cccc3nsnc23)CC1 (stereo unspecified)
 : 2, 0, 17, 2, 2, 97, 95, 1, 7
CC(C)(C)c1ccc(OCC(=O)NCCN2CCOCC2)cc1
 : 1, -3, 6, 1, 2, 99, 101, -2, -4

# Going on with the list:
# Results follow in this order: IDE act, MEKK2mut PB1 HTS, NALP1 inh, UBC9 SUMO inh, IDE inh, MEKK2wt PB1 HTS, MEKK3 PB1 HTS, M18AAP inhibitor, p-CIP stab down
CC(=O)OCC[n+]1c(C)n(-c2ccccc2)c2ccc(Cl)cc21
 : -1, -5, -6, 1, 2, 95, 101, 2, 0
O=[N+]([O-])c1ccc(N2CCN(S(=O)(=O)c3ccccc3)CC2)cc1NCC1CCCO1 (stereo unspecified)
 : 5, 1, 27, -11, 0, 101, 101, 3, 1
S=C1NC(C23CC4CC(CC(C4)C2)C3)=CC(c2ccc3c(c2)OCO3)N1 (stereo unspecified)
 : 0, -43, 17, -10, 5, 95, 111, -2, -16
Cc1ccc(NC(=O)N2CCCC(C(=O)O)C2)cc1 (stereo unspecified)
 : 0, 9, ·, -21, -2, 104, 101, -1, 2
COc1cccc(C(=O)Nc2ccc3c(c2)C(=O)NC3=O)c1
 : 0, 0, 14, -10, 0, 103, 104, 3, 0
COc1ccc(C(=O)NC2CCCc3c2cnn3-c2ccccc2F)cc1OC (stereo unspecified)
 : 5, -9, 18, -12, 3, 95, 96, 2, -7
CCOC(=O)c1ccccc1NC(=O)CSc1nc2ccccc2c(=O)[nH]1
 : 9, -3, 1, -1, 5, 91, 96, 2, -8
COc1cc(/C=N/NC(=O)c2cccnc2)ccc1OS(=O)(=O)c1cc(C)ccc1C
 : 4, -1, 19, 8, 0, 103, 99, 4, -5
OCCCCc1nccc2c1[nH]c1ccccc12
 : -1, 5, 14, 36, 3, 96, 100, -6, -1
CC(C)Nc1nc(NC(C)C)nc(N(C#N)C(C)C(=O)N(C)C)n1 (stereo unspecified)
 : ·, 3, -11, 20, ·, 97, 100, -3, 0
CCSc1ncc(Cl)c(C(=O)Nc2ccc(S(=O)(=O)Nc3ncccn3)cc2)n1
 : 3, 2, 35, -14, 0, 101, 101, -4, 6
COC(=O)c1ccccc1OCC(=O)NC1CCCCC1
 : -2, 2, 23, 6, 4, 99, 94, -1, 0
CC(=O)c1ccc(-n2c(C)ccc2-c2ccccc2)cc1
 : -6, 2, -4, 17, 1, 100, 99, -46, -3
CCOc1nc2c(c(-c3cccs3)c1C#N)Cc1ccccc1-2
 : ·, -1, -4, 4, -1, 91, 94, 5, -6

# A portion of the library; count on the stated rates, not on these rows.
